PTHR1 agonist: agonists of human PTHR1 parathyroid hormone receptor; HEK293 GP2 PTHR1 cells, GloSensor cAMP luminescence, 1 h; Potency, µM (series often up to 115 µM), for the others: top-dose activation, actives largely listed as activators; hit rate 0.075% among 410,000; note: potency is the fitted concentration of half-maximal effect; nearly all actives have a fitted effect of over 55% in size; some results filed as inactive show a strong effect at the top dose; inactives centre near -15; many of its hits are not listed in these tables
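HEK-293-derived GP2 cells expressing PTHR1 and a GloSensor cAMP reporter, 3,000/well, plated overnight, given luciferin plus IBMX (each 0.5 mM as added) for 1 h at 37 °C, then compound for 1 h at 37 °C. Luminescence was read after 15 min at room temperature.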
FUS yeast rescue: suppressors of FUS proteinopathy in yeast; hit rate 0.24% among 390,000; Potency, µM (series often up to 76.6 µM), inactives show at the top dose growth rescue (activation), most hits filed as activators; S. cerevisiae FUS-expressing, growth rescue, OD600, 24 h;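 note: potency is the fitted concentration of half-maximal effect; plate controls were DMSO vehicle for no effect and reference control for full effect; nearly all actives have a fitted effect of over 55% in size; some results filed as inactive show a strong effect at the top dose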
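Galactose (2%) drives FUS expression in yeast precultured in raffinose; seeding density OD 0.005. Test compounds incubated 24hr at 30C and 99% humidity before absorbance at 600 nm was measured.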
GLP-1R agonist: agonists of human GLP-1 receptor | P43220 | HEK293 GLP-1R CRE-luciferase, luminescence, 4-6 h; cells express a hypersensitive GLP-1R form | Potency, µM (series often up to 45.6 µM), for inactives: at the top dose activation, hits mostly activators | hit rate 0.007% among 380,000; note: potency is the fitted concentration of half-maximal effect; % of control where 0% means no effect
Target sequence (P43220 whole entry, looked up): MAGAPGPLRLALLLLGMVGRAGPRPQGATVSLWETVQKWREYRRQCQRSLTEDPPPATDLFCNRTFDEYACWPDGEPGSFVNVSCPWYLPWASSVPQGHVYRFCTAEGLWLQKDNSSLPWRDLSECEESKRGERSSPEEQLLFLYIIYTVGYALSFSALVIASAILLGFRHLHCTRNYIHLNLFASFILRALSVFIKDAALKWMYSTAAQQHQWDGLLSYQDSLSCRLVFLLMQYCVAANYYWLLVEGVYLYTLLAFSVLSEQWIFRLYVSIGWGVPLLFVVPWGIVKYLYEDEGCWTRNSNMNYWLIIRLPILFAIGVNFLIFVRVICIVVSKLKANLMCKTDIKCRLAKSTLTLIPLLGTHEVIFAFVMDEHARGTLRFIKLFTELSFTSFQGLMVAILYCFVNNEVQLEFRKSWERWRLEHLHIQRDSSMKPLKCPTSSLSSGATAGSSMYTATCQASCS
TDP43 rescue: inhibitors of TDP-43 toxicity in yeast. TDP-43 expressing yeast growth rescue, BacTiter-Glo, 24 h. Potency, µM (series often up to 46.1 µM), for inactives: at the highest dose growth rescue (activation), actives largely listed as activators. hit rate 1.8% among 410,000. AID 652104; note: potency is the fitted concentration of half-maximal effect; % of control where 0% means no effect; nearly all actives have a fitted effect of over 50% in size
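Readout is BacTiter-Glo luminescence of cell growth, so inhibitors register as activators. TDP-43-expressing yeast at OD600=0.02 in galactose medium, after raffinose pregrowth to mid-log, were incubated with compound for 24 hr at 30 deg C.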
GLP-1R inv ag: acts as inverse agonist at human GLP-1 receptor; P43220; Potency, µM (highest dose often 38.3 µM), for inactives: at the highest dose activity change, negative = inhibition, actives largely listed as inhibitors; HEK293 GLP-1R CRE-luciferase, luminescence, 24 h; GLP-1R form is constitutively active; hit rate 1.6% among 410,000; AID 624417; note: potency is the fitted concentration of half-maximal effect; % is set by controls: 0 for no effect and ±100 for the full control effect; nearly all actives have a fitted effect of over 55% in size
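Assay principle: reduced luminescence from a cAMP-responsive reporter in HEK293 cells co-expressing a constitutively active GLP-1R. Conditions: 24 hr compound incubation, 37 deg C, 5% CO2.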
aSyn yeast inh: alpha-synuclein toxicity inhibition in yeast; AID 652106; hit rate 0.14% among 370,000; Potency, µM (series often up to 46.1 µM), for the others: top-dose growth rescue (activation), actives largely listed as activators; Yeast expressing alpha-synuclein, growth rescue, BacTiter-Glo, 24 h; note: potency is the fitted concentration of half-maximal effect; % of control where 0% means no effect; nearly all actives have a fitted effect of over 65% in size
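Rescue of yeast growth: cells expressing toxic alpha-synuclein, induced in galactose at OD600 0.02, incubated with compound 24 h at 30 C. ATP luminescence quantified growth; inhibitors of toxicity appear as activators.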
Akt phos inh: Akt phosphorylation inhibition | activity change, % for hits at 50 µM | Neuro2A IGF-stimulated pAkt S473 HTRF, 20 min; active compounds read low | AID 651550 | hit rate 0.32% among 360,000; in the data active = activity change below about -80%; inconclusive = mostly about -51% to -80%; note: % is set by controls: 0 for no effect and ±100 for the full control effect
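Neuro2A cells in DMEM with 0.5% FBS, overnight at 37 deg C, given compound at single 50 µM final, then IGF (6 nM final) for 20 min at 37 deg C. Lysed; phospho-Akt Ser473 by HTRF after 24 h, 665/615 ratio.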
Abeta rescue: A-beta toxicity reversal in yeast. yeast expressing A-beta42, growth rescue, OD600, 48 h; response scale: 0% DMSO, 100% iron-clioquinol control. Potency, µM (series often up to 46.1 µM), for inactives: top-dose growth rescue, hits mostly activators. hit rate 0.063% among 410,000. AID 1347071; note: potency is the fitted concentration of half-maximal effect; nearly all actives have a fitted effect of over 55% in size
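Yeast A-beta toxicity model in growth medium with pinned compounds, 48 h at 30 C; growth read as absorbance at 600 nm. Normalized to FeCl3/clioquinol equimolar mix (positive) and DMSO (negative).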
DRD3 antagonist: D3 dopamine receptor (human) antagonism; hit rate 2.5% among 360,000; D3R cells, DiscoveRx beta-arrestin luminescence, antagonist mode; active compounds read low; max response, negative = inhibition, %; AID 652054; in the data active = max response below about -50%; inconclusive = no clear call, values can overlap the other calls; note: % is set by controls: 0 for no effect and ±100 for the full control effect; mostly tested at two doses, the higher about 12 µM
Target sequence (P35462 whole entry, looked up): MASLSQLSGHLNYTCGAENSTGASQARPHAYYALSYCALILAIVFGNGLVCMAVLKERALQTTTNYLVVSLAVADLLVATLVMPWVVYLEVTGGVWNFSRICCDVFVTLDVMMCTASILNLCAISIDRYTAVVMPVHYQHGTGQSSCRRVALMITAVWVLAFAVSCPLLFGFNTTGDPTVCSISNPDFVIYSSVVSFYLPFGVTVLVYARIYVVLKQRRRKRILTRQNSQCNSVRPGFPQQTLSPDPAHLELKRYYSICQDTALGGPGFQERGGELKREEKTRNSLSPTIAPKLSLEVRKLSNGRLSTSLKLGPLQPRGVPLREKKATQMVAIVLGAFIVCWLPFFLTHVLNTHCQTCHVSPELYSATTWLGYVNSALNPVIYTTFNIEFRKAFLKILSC
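Cells plated overnight at 1500 cells/well, then exposed to library compounds with dopamine controls for 90 minutes at 37 degrees C. DiscoveRx reagent added for 30–60 minutes at room temperature; luminescence read, quantitative HTS format.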
* = called active by the depositor; [ ] = another dose, or the depositor's remark. Unless noted, calls come from the whole dose curve; as a rule, active = well fitted curve in the direction sought with a large enough effect; inconclusive = small, poorly fitted or top-dose-only effect, or another doubt; inactive = no such curve, though single readings can be large; an effect the other way counts as inactive or inconclusive.

What do the screens show for `Cc1cccc(NC(=O)NCCN2C(=O)C3C4C=CC(C4)C3C2=O)c1` (stereo unspecified)?
PTHR1 agonist: -9.3%; FUS yeast rescue: 0.8%; GLP-1R agonist: -1.0%; TDP43 rescue: 13.1%; GLP-1R inv ag: -6.4%; aSyn yeast inh: -0.4%; Akt phos inh: inactive; Abeta rescue: 3.3%; DRD3 antagonist: -6.8

What do the screens show for `O=C(NCc1ccccn1)C1CCN(S(=O)(=O)c2cnc[nH]2)CC1`?
PTHR1 agonist: -10.8%; FUS yeast rescue: 3.5%; GLP-1R agonist: -7.0%; TDP43 rescue: 12.8%; GLP-1R inv ag: -16.4%; aSyn yeast inh: 2.1%; Akt phos inh: inactive; Abeta rescue: 4.8%; DRD3 antagonist: 12.5

What do the screens show for `Cc1nc2ccc(NC(=S)NC3CC3)cc2nc1C`?
PTHR1 agonist: -11.7%; GLP-1R agonist: 0.7%; TDP43 rescue: 20.9%; GLP-1R inv ag: 16.3%; aSyn yeast inh: -0.1%; Akt phos inh: inactive; Abeta rescue: -8.4%; DRD3 antagonist: 1.1

What do the screens show for `CCCc1nnc(NC(=O)CCC(=O)Nc2ccc(Cl)cc2)s1`?
PTHR1 agonist: -27.1%; FUS yeast rescue: -0.2%; GLP-1R agonist: 0.1%; TDP43 rescue: 2.0%; GLP-1R inv ag: 15.5%; aSyn yeast inh: -12.0%; Akt phos inh: inactive; Abeta rescue: 1.4%; DRD3 antagonist: -7.9

What do the screens show for `O=C(c1c(F)cccc1F)N1CCN(c2cccc(C(F)(F)F)c2)CC1`?
PTHR1 agonist: inactive; FUS yeast rescue: 17.7%; GLP-1R agonist: -11.0%; TDP43 rescue: 15.8µM*; GLP-1R inv ag: inconclusive; aSyn yeast inh: 14.0%; Akt phos inh: inactive; Abeta rescue: 4.3%; DRD3 antagonist: 16.1

Results for Cn1c(=O)c2c(nc(SCC(=O)Nc3ccc(F)cc3)n2Cc2ccccc2F)n(C)c1=O ?
PTHR1 agonist: -39.3%; FUS yeast rescue: -23.2%; TDP43 rescue: 15.9%; GLP-1R inv ag: 1.6%; Abeta rescue: -3.6%

Results for CC(C)N1C(=O)c2ccccc2C1C(=O)NC1CCCCCC1 (stereo unspecified) ?
PTHR1 agonist: inactive; FUS yeast rescue: 21.5%; GLP-1R agonist: 0.5%; TDP43 rescue: -16.8%; GLP-1R inv ag: 0.0%; aSyn yeast inh: -4.3%; Akt phos inh: inactive; Abeta rescue: -11.9%; DRD3 antagonist: 3.2

Results for CN(C)c1ccc(O)c2c1CC1CC3[C@@H](N(C)C)C(=O)C(C(N)=O)C(=O)[C@]3(O)C(=O)C1C2=O (stereo partly specified) ?
PTHR1 agonist: -31.6%; FUS yeast rescue: 22.8%; GLP-1R agonist: -0.8%; TDP43 rescue: -6.9%; GLP-1R inv ag: -14.8%; aSyn yeast inh: -10.3%; Akt phos inh: inactive; Abeta rescue: -20.8%; DRD3 antagonist: -19.1

What do the screens show for `Cc1c(C(=O)OC2CCCCCC2)[nH]c2c1C(=O)CC(c1ccccc1Cl)C2` (stereo unspecified)?
PTHR1 agonist: -23.2%; FUS yeast rescue: -15.4%; TDP43 rescue: 12.1%; GLP-1R inv ag: inconclusive; Abeta rescue: -0.8%

How did CCN(CC)C(=O)Cc1cn(C)c2ccccc12 do in these assays?
PTHR1 agonist: inactive; FUS yeast rescue: 8.5%; GLP-1R agonist: 0.9%; TDP43 rescue: 15.8%; GLP-1R inv ag: 12.5%; aSyn yeast inh: -5.7%; Akt phos inh: inactive; Abeta rescue: 8.3%; DRD3 antagonist: -8.9

How did CCOC(=O)C1CCN(C(=O)c2ccc(OC)cc2OC)CC1 do in these assays?
PTHR1 agonist: inactive; FUS yeast rescue: 18.4%; GLP-1R agonist: -7.0%; TDP43 rescue: -14.8%; GLP-1R inv ag: 3.6%; aSyn yeast inh: -0.3%; Abeta rescue: -4.1%; DRD3 antagonist: 15.6

What do the screens show for `Cc1ccc(CNC(=O)C2CCN(c3nc4ccccc4n(C)c3=O)CC2)cc1`?
PTHR1 agonist: inactive; FUS yeast rescue: -32.6%; GLP-1R agonist: -1.3%; TDP43 rescue: 20.9%; GLP-1R inv ag: -0.4%; Abeta rescue: 11.0%

What do the screens show for `Cn1cc(Cl)c(C(=O)N/N=C/c2ccc3c4c(cccc24)CC3)n1`?
PTHR1 agonist: -38.7%[inhibitor]; FUS yeast rescue: 16.9%; GLP-1R agonist: -3.1%; TDP43 rescue: 4.1%; GLP-1R inv ag: -29.2%; aSyn yeast inh: -0.7%; Akt phos inh: inactive; Abeta rescue: -6.5%; DRD3 antagonist: -6.3

What do the screens show for `Cc1ccccc1OCCCCCn1ccnc1`?
PTHR1 agonist: -26.5%; FUS yeast rescue: -1.7%; GLP-1R agonist: -6.4%; TDP43 rescue: 13.7%; GLP-1R inv ag: 2.7%; aSyn yeast inh: -2.3%; Akt phos inh: inactive; Abeta rescue: -6.9%; DRD3 antagonist: inconclusive

What do the screens show for `Cc1nn(C(=O)c2ccccc2)c(C)c1Sc1ccc(Cl)cc1`?
PTHR1 agonist: -28.0%; FUS yeast rescue: inconclusive; TDP43 rescue: 35.5µM*; GLP-1R inv ag: inconclusive; Abeta rescue: -14.5%

What do the screens show for `C/C(=N\NC(=O)c1nc2ccccn2c1C)c1cc2ccccc2o1`?
PTHR1 agonist: -15.4%; FUS yeast rescue: -5.9%; GLP-1R agonist: 8.5%; TDP43 rescue: -17.9%; GLP-1R inv ag: 87.0%[activator]; aSyn yeast inh: 1.3%; Akt phos inh: inactive; Abeta rescue: -8.4%; DRD3 antagonist: 2.0

What do the screens show for `O=C(NCc1ccc(N2CCCC2=O)cc1)c1cn(Cc2ccccc2)nn1`?
PTHR1 agonist: inactive; FUS yeast rescue: 6.3%; GLP-1R agonist: 1.4%; TDP43 rescue: 5.8%; GLP-1R inv ag: -11.5%; aSyn yeast inh: 9.2%; Akt phos inh: inactive; Abeta rescue: 0.8%; DRD3 antagonist: 6.9

What do the screens show for `Cc1ccc(OCc2nc(C#N)c(N3CCN(Cc4ccccc4)CC3)o2)cc1`?
PTHR1 agonist: inactive; FUS yeast rescue: -2.2%; GLP-1R agonist: 1.2%; TDP43 rescue: 2.6%; GLP-1R inv ag: inconclusive; aSyn yeast inh: -11.5%; Akt phos inh: inactive; Abeta rescue: 24.4%; DRD3 antagonist: 17.8

How did CN(Cc1cccc(F)c1)C(=O)c1cccc(S(=O)(=O)N2CCN(Cc3ccccc3)CC2)c1 do in these assays?
PTHR1 agonist: -31.4%[inhibitor]; FUS yeast rescue: 13.7%; GLP-1R agonist: -3.1%; TDP43 rescue: 10.3%; GLP-1R inv ag: inconclusive; aSyn yeast inh: 4.7%; Akt phos inh: inactive; Abeta rescue: 17.2%; DRD3 antagonist: 12.6

Results for CCC1(C)NC(=O)N(CC(=O)N2CCN(c3cccc(Cl)c3)CC2)C1=O (stereo unspecified) ?
PTHR1 agonist: inactive; FUS yeast rescue: 9.9%; GLP-1R agonist: 8.5%; TDP43 rescue: 9.5%; GLP-1R inv ag: -16.8%; aSyn yeast inh: inconclusive; Akt phos inh: inactive; Abeta rescue: 7.2%; DRD3 antagonist: 17.6

How did Cc1cc(C)cc(NC(=O)CCCc2nc(-c3ccco3)no2)c1 do in these assays?
PTHR1 agonist: inactive; FUS yeast rescue: -3.1%; TDP43 rescue: 3.3%; GLP-1R inv ag: -27.9%; Abeta rescue: -39.3%

Results for CCCN(CCC)CCCNC(=O)c1ccc2c(c1)N(CC)C(=O)c1ccccc1S2=O (stereo unspecified) ?
PTHR1 agonist: inactive; FUS yeast rescue: 27.3%; GLP-1R agonist: 13.7%; TDP43 rescue: -8.7%; GLP-1R inv ag: inconclusive; aSyn yeast inh: 2.3%; Akt phos inh: inactive; Abeta rescue: -6.1%; DRD3 antagonist: -93.4*

What do the screens show for `Nc1n[nH]c(-c2ccc([N+](=O)[O-])cc2[N+](=O)[O-])n1`?
PTHR1 agonist: -17.7%; FUS yeast rescue: -7.3%; GLP-1R agonist: 3.8%; TDP43 rescue: 9.2%; GLP-1R inv ag: 15.8%; aSyn yeast inh: -5.2%; Akt phos inh: inactive; Abeta rescue: -4.0%; DRD3 antagonist: 24.8

Results for CC(C)(C)c1ccc(-c2nc(C=O)c3ccccn23)cc1 ?
PTHR1 agonist: -6.0%; GLP-1R agonist: 0.8%; TDP43 rescue: 8.6%; GLP-1R inv ag: inconclusive; aSyn yeast inh: 1.1%; Akt phos inh: inactive; Abeta rescue: -23.2%; DRD3 antagonist: -4.2

How did Cc1cc(C)c2ccc(N)nc2c1O do in these assays?
PTHR1 agonist: inactive; FUS yeast rescue: -25.2%; GLP-1R agonist: -21.6%; TDP43 rescue: 23.2%; GLP-1R inv ag: 12.6µM*; aSyn yeast inh: -0.3%; Akt phos inh: inactive; Abeta rescue: 14.4%; DRD3 antagonist: 7.3

Results for O=C(Cc1ccc(-c2ccccc2)cc1)Nc1ncccc1O ?
PTHR1 agonist: -7.9%; FUS yeast rescue: 11.9%; GLP-1R agonist: 1.4%; TDP43 rescue: inconclusive; GLP-1R inv ag: inconclusive; aSyn yeast inh: 3.4%; Akt phos inh: inactive; Abeta rescue: 1.5%; DRD3 antagonist: -2.6

2 entries picked at random from those above, as already listed:
Results for CCC1(C)NC(=O)N(CC(=O)N2CCN(c3cccc(Cl)c3)CC2)C1=O (stereo unspecified) ?
PTHR1 agonist: inactive; FUS yeast rescue: 9.9%; GLP-1R agonist: 8.5%; TDP43 rescue: 9.5%; GLP-1R inv ag: -16.8%; aSyn yeast inh: inconclusive; Akt phos inh: inactive; Abeta rescue: 7.2%; DRD3 antagonist: 17.6

How did Cc1cc(C)cc(NC(=O)CCCc2nc(-c3ccco3)no2)c1 do in these assays?
PTHR1 agonist: inactive; FUS yeast rescue: -3.1%; TDP43 rescue: 3.3%; GLP-1R inv ag: -27.9%; Abeta rescue: -39.3%

Source: PubChem BioAssay

The list is partial (hit frequency here may not be typical).
